# Source: PubChem
# p53ts 39C tox: cytotoxicity in p53ts cells at nonpermissive temperature. H1299-p53A138V viability at 39C, ATP luminescence, 24 h. Potency, µM (top dose mostly 46.1 µM), for the others: top-dose activity change, negative = cell killing, hits mostly cytotoxic. 130,000 tested, 1.5% active; note: nearly all actives have a fitted effect of over 55% in size
# p53ts 32C tox: p53ts cell cytotoxicity, permissive temperature. Potency, µM (titrated, usually from 46.1 µM), without a hit: at the highest dose activity change, negative = cytotoxicity, usual class: cytotoxic. AID 924. H1299-p53A138V at 32C, ATP luminescence viability, 24 h. 130,000 tested, 0.93% active;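 note: 0% = DMSO and -100% = full killing by reference compound; nearly all actives have a fitted effect of over 55% in size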
#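 Viability by ATPlite luminescence after 24 h compound treatment (up to 46 uM) at the permissive 32C. Cells are H1299 carrying p53 A138V. Scale runs from DMSO basal to 100 uM tamoxifen as full kill; AC50 from Hill fits.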
# Imprint erasure: induces erasure of genomic imprints in mouse ES cells; mouse ES Peg3-LacZ reporter, beta-gal luminescence, 40 h; Potency, µM (titrated, usually from 60.7 µM), for the others: at the highest dose activity change, positive = activation, most hits filed as activators; 110,000 tested, 0.02% active; AID 1948;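 note: 0% = negative control wells on the plate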
#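 Readout: BetaGlo luminescence (5 min, room temp) for LacZ from the normally silent maternal Peg3 allele in female Peg3LacZ-Neo ES cells. Cells 300/well, 40 h, 37C, 5% CO2. Data normalized per plate to negative controls.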
# IkB signaling: inhibitors of IkB signaling in ABC-DLBCL cells | ABC-DLBCL IkBa-CBG/CBR dual luciferase ratio, 4 h; response scale: scaled: untreated 0%, proteasome inhibitor 100% | Potency, µM (highest dose often 57.1 µM), for the others: top-dose IkBa stabilization activation | 110,000 tested, 0.04% active | AID 445; active = well fitted curve in the direction sought with a large enough effect in the signal ratio, not every such curve was filed as active; inconclusive = small, poorly fitted or top-dose-only effect, or a change in a side signal; the % refers to the signal ratio;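 note: the direction sought is a rising ratio; 0% = basal untreated cells and 100% = reference inhibitor full response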
#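 In this assay, an IκBα–CBG68 fusion accumulates when IKK-driven degradation is blocked; native CBR normalizes for cell number. OCI-Ly3 cells were treated 4 h with compound and doxycycline, then green and red light read after Chroma-Glo addition.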
# * = called active by the depositor; u = inconclusive; x = no result given; & = joins results of further samples; [ ] = remark or other dose. Unless noted, calls come from the whole dose curve; as a rule, active = well fitted curve in the direction sought with a large enough effect; inconclusive = small, poorly fitted or top-dose-only effect, or another doubt; inactive = no such curve, though single readings can be large; an effect the other way counts as inactive or inconclusive. Unless noted, % is set by controls: 0 for no effect and ±100 for the full control effect; potency is the fitted concentration of half-maximal effect.
mol,p53ts 39C tox,p53ts 32C tox,Imprint erasure,IkB signaling
C(=C\CSc1nnnn1-c1ccccc1)/CSc1nnnn1-c1ccccc1,8%,-6%,12%,3.8%
Cc1ccc2nc(-c3ccsc3)c(Nc3ccccc3C)n2c1,-11%,4%,-3%[10.9 µM],u
CCOC(=O)c1cccc(NC(=O)CSc2nnc(-c3ccoc3C)n2CCOC)c1,-1%,6%,-14%,u
COc1cccc(N2CC(C(=O)Nc3ccc(C(=O)OC(C)C)cc3)CC2=O)c1 (centres undefined),-12%,2%,-17%,-3.9%
COc1cccc(-n2c(SCC(=O)Nc3ccc(F)cc3F)nc3c([nH]c4ccccc43)c2=O)c1,u,-3%,u,-1.6%
COc1ccc(NC(=O)N(CCC(C)C)C(C)c2ccccn2)c(OC)c1 (centres undefined),2%,3%,-20%,-1.6%
CN1CC(=O)NC1=NC(=O)c1cc(F)c(F)cc1Cl,2%,1%,-9%,1.5%
Cc1ccc(N(C(C)C(=O)Nc2ccc(S(=O)(=O)N3CCOCC3)cc2)S(C)(=O)=O)cc1 (centres undefined),-6%,2%,-14%,-3.0%
Cc1onc(-c2ccccc2Cl)c1C(=O)NCCN1CCOCC1,17%,0%,-7%,-1.6%
Cc1scc(C(=O)NCc2ccco2)c1-c1ccccc1,1%,-1%,x,x
CCOC(=O)CNC(=O)CSc1nnc(Cn2c(=O)sc3ccccc32)n1-c1ccccc1C,-2%,u,-8%,-0.3%
Cc1ccc(C2CC(=O)N(Cc3ccccc3F)c3c2c(C)nn3-c2nc(C)cc(C)n2)cc1 (centres undefined),2%,-2%,-11%[10.9 µM],u
CCc1nnc(NC(=O)C2CCCN(c3nc(C)cc(C)n3)C2)s1 (centres undefined),6%,6%,14%,-0.3%
CC1CCN(S(=O)(=O)c2ccc(NC(=O)CSc3nnnn3C)cc2)CC1,-2%,9%,-11%,0.9%
Cc1cc(C)c(NC(=O)Cn2c(=O)n(CCCCC(=O)NCc3ccccc3Cl)c(=O)c3ccccc32)c(C)c1,-19%,13%,-8%[10.9 µM],u
CS(=O)(=O)N1CCN(c2ncccn2)CC1,9%,2%,19%,-0.3%
CC(=O)N(CC(=O)Nc1nn(-c2ccccc2)nc1C(N)=O)Cc1ccccc1,14%,12%,-8%,-0.6%
CC1(O)c2ccccc2C(=O)N1Cc1ccccc1 (centres undefined),8%,-6%,x,0.6%
Nc1ncnc2c1nc(Br)n2[C@H]1O[C@H]2COP(=O)(O)O[C@H]2[C@@H]1O,-23%,-1%,-6%,-0.1%
Cc1cc(C)cc(NC(=O)Cn2nnc(C(=O)NCCc3ccccc3)c2N)c1,15%,5%,9%[10.9 µM],-1.6%
CCOC(=O)NC(NC(=O)OCC)C(=O)c1ccc(F)cc1,8%,9%,-4%,u
Cc1cc(Cl)ccc1NC(=O)CN1C(=O)COc2ccc(S(=O)(=O)N3CCC(C)CC3)cc21,-23%,3%,-7%[10.9 µM],-2.2%
COc1ccc(CNC(=O)CCc2c(C)nc3cc(-c4ccc(OC)cc4OC)nn3c2C)cc1,-23%,-3%,-13%[10.9 µM],u
O=C(CCC1N=C2c3ccccc3N=C(SCC(=O)Nc3ccccc3F)N2C1=O)NCc1ccco1 (centres undefined),1%,17%,19%[10.9 µM],2.9%
Cc1cc(C)c2[nH]c(=O)c(CN(Cc3ccco3)C(=O)C3CCCO3)cc2c1 (centres undefined),10%,-2%,-22%,2.2%
Nc1nc(CSc2ccccn2)nc(Nc2ccccc2)n1,-10%,-2%,-10%,-5.5%
CCSc1sccc1C1C(C#N)=C(N)N(c2cccnc2)C2=C1C(=O)CC(C)(C)C2 (centres undefined),-3%,10%,-4%,0.0%
CCN(CC)C(=O)CSc1nc(O)cc(=O)n1CC,9%,4%,-4%,-0.2%
O=C(c1ccco1)N1CCN(C(=O)c2ccc(COc3ccc(F)cc3)o2)CC1,-11%,0%,-25%,-2.6%
O=C(c1csnn1)N1CCC2(CC1)CN(Cc1cc(C(F)(F)F)cc(C(F)(F)F)c1)C2,-2%,-4%,x,0.0%[11.4 µM]

# Arranged by heavy-atom count (low to high): 4 of the compounds above
mol,p53ts 39C tox,p53ts 32C tox,Imprint erasure,IkB signaling
CC1(O)c2ccccc2C(=O)N1Cc1ccccc1 (centres undefined),8%,-6%,x,0.6%
Nc1nc(CSc2ccccn2)nc(Nc2ccccc2)n1,-10%,-2%,-10%,-5.5%
O=C(c1ccco1)N1CCN(C(=O)c2ccc(COc3ccc(F)cc3)o2)CC1,-11%,0%,-25%,-2.6%
COc1ccc(CNC(=O)CCc2c(C)nc3cc(-c4ccc(OC)cc4OC)nn3c2C)cc1,-23%,-3%,-13%[10.9 µM],u

# Carrying on:
mol,p53ts 39C tox,p53ts 32C tox,Imprint erasure,IkB signaling
COc1ccc(-c2nnc3sc(-c4ccccn4)nn23)cc1,11%,-1%,0%,-1.3%
c1coc(Cn2c(SCc3nc4ccccc4[nH]3)nnc2-c2cnccn2)c1,7%,21%,-11%,8.5%
COc1ccc(N2C(=O)CS(=O)(=O)C23C(=O)N(Cc2cccc(F)c2)c2ccccc23)cc1OC (centres undefined),3%,11%,-3%[10.9 µM],2.6%
O=C(O)CC(CNS(=O)(=O)c1ccccc1)c1ccccc1 (centres undefined),4%,0%,-7%,3.5%
O=C(c1cc(C2CC2)on1)N1CCOCC1,-16%,-2%,-17%,2.0%
O=c1c2c3c(sc2n(CCN2CCCC2)c(=O)n1Cc1ccco1)CCCCC3,-5%,1%,-15%,2.4%
Cc1ccc2c(c1)C(=O)C(=O)N2Cc1ccc(OC(C)C)cc1,16µM*,u,-26%[10.9 µM],5.2%
CN(C)CC(O)COc1cc2ccccc2cc1C(=O)N1CCCCC1 (centres undefined),-3%,-13%,-9%,-0.7%
O=C(CSc1nncs1)N1c2ccccc2Sc2ccccc21,9%,20%,-15%,0.8%
CCN(CC)CCOc1cccc(C(C)C)c1,-5%,2%,x,x
CCOC(=O)c1c(C)[nH]c(C)c1S(=O)(=O)NCC(=O)Nc1cccc(SC)c1,0%,2%,15%[10.9 µM],-0.4%
COc1ccc(Cl)cc1NC(=O)c1ocnc1C,11%,0%,8%,0.2%
COc1cccc(-c2cc(=O)c3ccc(OC)cc3o2)c1,-16%,-12%,-20%,x
COc1cccc(Nc2ncccc2C(=O)O)c1,-10%,-11%,x,4.8%
COc1ccc(/C=C\C(=O)NC2CC(=O)N(c3ccccc3)C2)cc1OC (centres undefined),-11%,21%,-13%[10.9 µM],1.3%

# Next structures follow:
# Values run as follows: p53ts 39C tox, p53ts 32C tox, Imprint erasure, IkB signaling
> CCC1CCc2c(sc(NC(=O)C3c4ccccc4Oc4ccccc43)c2C(=O)OC)C1 (centres undefined)
  7%, 17%, -11%[10.9 µM], u
> CCc1cc(=O)oc2c3c(c(Cl)cc12)OCN(Cc1cccc(OC)c1)C3
  6%, 5%, 8%[10.9 µM], -0.9%
> Cc1ccc(NS(=O)(=O)c2cc(C(=O)O)ccc2Cl)cc1C
  3%, -1%, x, x
> CCOC(=O)c1ccc(N2C(=O)CC(C3CCCO3)C2=O)cc1 (centres undefined)
  -9%, -3%, 8%, 4.5%
> Nc1c(S(=O)(=O)c2cccc(Cl)c2)c2nc3ccccc3nc2n1CCN1CCOCC1
  1%, 4%, 11%, -0.7%
> Cc1ccc(N(CC(=O)NCC2CCCO2)S(C)(=O)=O)cc1Cl (centres undefined)
  0%, -11%, -7%, 0.6%
> C[C@@H](CN1CCC(Cc2ccccc2)CC1)[C@@H](O)c1ccc(O)cc1
  -4%, -1%, -11%&-29%, -0.3%
> COC(=O)C1=C(N)Oc2cc(C)n(CC3CCCO3)c(=O)c2C1c1ccccc1 (centres undefined)
  5%, 2%, -4%, -0.3%
> Cn1c(=O)c2c(nc(CN3CCN(c4ccccc4F)CC3)n2CCCc2ccccc2)n(C)c1=O
  20%, 15%, u, 0.8%
> CCC(=O)Nc1ccccc1C(=O)N1CCN(Cc2ccccc2)CC1
  5%, -6%, -11%, -0.5%
> CCOC(=O)c1ccccc1NC(=O)CSc1nc2ccncc2[nH]1
  7%, -2%, -6%[10.9 µM], -1.6%
> COC(=O)c1cc2sc(Cl)cc2n1CC(=O)Nc1ccc(OC)c(OC)c1OC
  2%, -17%, -8%, u
> CC1CC(C)(C)NCCNC(C)CC(C)(C)NCCN1 (centres undefined)
  6%, 2%, -2%, 1.0%
> Cc1nnc(NC(=O)CCC(=O)N2CCC(C)CC2)s1
  -24%, -16%, -28%, u
> CC(C)Nc1ccc(-c2nc(-c3ccco3)no2)cc1[N+](=O)[O-]
  1%, 1%, 20%[10.9 µM], -2.0%
> Cn1c(CCc2ccccc2)nnc1SCC(=O)N1CCCC1
  17%, 8%, -14%, -3.1%
> CCOC(=O)Cc1c(C)nc2c(-c3ccc(Cl)cc3)c[nH]n2c1=O
  u, u, -29%, u
> COc1ccc(NC(=O)Nc2ccc(N(C)C)cc2)cc1
  u, -28%, -87%[inhibitor], -1.2%
> O=C(O)C1CCC(=O)N1C1CCCC1 (centres undefined)
  -8%, 0%, 18%, 0.1%
> COCCOC(=O)C1=C(C)Nc2ncnn2C1c1ccc(F)cc1 (centres undefined)
  14%, -1%, -10%, 1.5%

# Full records from above.
# CCOC(=O)c1ccccc1NC(=O)CSc1nc2ccncc2[nH]1 across the screens: p53ts 39C tox: 7%; p53ts 32C tox: -2%; Imprint erasure: -6%[10.9 µM]; IkB signaling: -1.6%
# Cc1nnc(NC(=O)CCC(=O)N2CCC(C)CC2)s1 across the screens: p53ts 39C tox: -24%; p53ts 32C tox: -16%; Imprint erasure: -28%; IkB signaling: u

# Remaining list, next part:
# Values run as follows: p53ts 39C tox, p53ts 32C tox, Imprint erasure, IkB signaling
> Clc1ccccc1CSc1nncn1NC/C=C/c1ccccc1
  -22%, -3%, x, x
> NC(=O)CSc1nnc(-c2ccc(S(=O)(=O)N3CCOCC3)cc2)n1CC1CCCO1 (centres undefined)
  2%, 0%, -1%, 1.0%
> CCN=C1SC(CC(=O)Nc2sc3c(c2C#N)CCCC3)C(=O)N1CC (centres undefined)
  5%, 3%, -11%, -0.1%
> O=C(NCc1cccc(F)c1)c1ccc(-n2cnc3cccnc32)cc1
  -5%, 1%, -1%[10.9 µM], 2.2%
> CCN(CC)CCN1C(=O)C(=O)/C(=C(/O)c2ccncc2)C1c1ccccc1 (centres undefined)
  0%, 1%, 6%, -3.4%
> Cc1ccc2oc3c(c(=O)c2c1)C(c1cccs1)N(CCCN(C)C)C3=O (centres undefined)
  4%, -4%, -20%, 0.9%
> Cc1ccc(-n2ncc(C(=O)NCCCN3CCc4ccccc4C3)c2C2CCN(C(=O)OC(C)(C)C)CC2)cc1C
  u, -5%, -8%[10.9 µM], u
> O=C(Nc1sc2c(c1C(=O)NCC1CCCO1)CCCC2)c1cccs1 (centres undefined)
  11%, 16%, -13%, u
> COc1cccc(-c2cc(NCc3ccc(OC)cc3OC)ncn2)c1
  -19%, -6%, -29%, 7.5%[11.4 µM]
> C=CCn1c(SCCC(=O)O)nnc1-c1cccs1
  8%, 14%, 11%, 0.8%
> CCOC(=O)N1CCN(C(=O)c2ccc(CS(=O)(=O)c3ccccc3OC)o2)CC1
  5%, 4%, -9%, -0.6%
> Cc1cc(C(=O)CSc2nnc(N)s2)c(C)n1CCc1ccc(F)cc1
  -17%, 0%, -12%, 1.2%
> COc1cc(C2C(=O)N(C3CCC(C)CC3)CC(=O)N2CCc2ccc(Cl)cc2)ccc1OC(C)C (centres undefined)
  -11%, 0%, -9%[10.9 µM], -0.2%
> Cn1c(Cn2nnc3ccccc32)nnc1SCC(N)=O
  -4%, -1%, 10%, 0.7%
> COc1cc(-c2ccc(N=C=O)c(OC)c2)ccc1N=C=O
  9%, -19%[1.84 µM], -4%, -1.7%
> CC1(C)NC(=O)N(c2ccc([N+](=O)[O-])c(C(F)(F)F)c2)C1=O
  u, -13%, -15%, 0.9%
> Cc1c(C(=O)Nc2ccccc2Cl)oc2ccc(S(=O)(=O)N3CCCCC3)cc12
  -12%, 4%, -11%[10.9 µM], -1.0%

# Compounds as they come; overall some 1.8% were active at least once.
